RGS4 inh = blocks human RGS4-accelerated GTP hydrolysis; Potency, µM (titrated, usually from 114 µM), for the others: top-dose activity change, negative = inhibition, usual class: inhibitors; P49798; 390,000 tested, 0.039% active; AID 504845; Transcreener GDP fluorescence polarization, RGS4-accelerated GTP hydrolysis; further: potency means the concentration at half of the fitted maximal effect; on the % scale 0 is the no-effect control and ±100 the full control effect; nearly all actives have a fitted effect of over 75% in size; some results filed as inactive show a strong effect at the top dose
Target sequence (P49798 whole entry, looked up): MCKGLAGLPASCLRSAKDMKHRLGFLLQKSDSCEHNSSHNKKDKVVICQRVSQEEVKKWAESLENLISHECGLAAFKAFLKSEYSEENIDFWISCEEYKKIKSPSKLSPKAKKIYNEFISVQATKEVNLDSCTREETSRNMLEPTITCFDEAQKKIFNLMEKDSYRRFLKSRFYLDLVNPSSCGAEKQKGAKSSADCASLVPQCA
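MLSMR compounds (23 nl, pin-transferred) preincubated 10 min at room temperature with a 500nM (2x) first reagent, then RGS4 at 900nM (2x) plus Transcreener GDP mix added; fluorescence polarization (620/688 nm) read before and after 90 min at 30 °C.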
APE1 inh = inhibitors of human APE1 endonuclease | Potency, µM (series often up to 65.8 µM), without a hit: at the top dose activity change, negative = inhibition, most hits filed as inhibitors | P27695 | 350,000 tested, 0.35% active | recombinant APE1, TAMRA/BHQ-2 abasic DNA cleavage fluorescence;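 further: potency means the concentration at half of the fitted maximal effect; plate controls were vehicle for no effect and reference inhibitor for full effect; nearly all actives have a fitted effect of over 55% in size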
Target sequence (P27695 whole entry, looked up): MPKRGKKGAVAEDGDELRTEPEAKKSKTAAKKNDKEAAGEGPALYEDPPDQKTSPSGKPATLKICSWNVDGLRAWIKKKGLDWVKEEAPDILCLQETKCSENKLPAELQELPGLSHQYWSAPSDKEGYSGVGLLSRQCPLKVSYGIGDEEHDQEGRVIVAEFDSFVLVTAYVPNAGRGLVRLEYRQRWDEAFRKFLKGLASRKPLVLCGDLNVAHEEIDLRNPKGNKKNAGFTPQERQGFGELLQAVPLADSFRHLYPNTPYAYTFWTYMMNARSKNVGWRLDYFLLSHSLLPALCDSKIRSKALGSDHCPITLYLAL
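Readout is kinetic fluorescence (ex 525, em 598 nm) from cleavage of 50 nM TAMRA/BHQ-2 THF abasic duplex by 0.75 nM APE1, compound added 15 min beforehand at RT.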
Anesthetic bind = candidate novel general anesthetic via apoferritin binding; P02791; apoferritin/1-aminoanthracene competitive binding, fluorescence; Potency, µM (doses to about 77.5 µM), inactives show top-dose activity change, negative = displacement, usual class: inhibitors; 350,000 tested, 0.074% active; further: potency means the concentration at half of the fitted maximal effect; on the % scale 0 is the no-effect control and ±100 the full control effect; nearly all actives have a fitted effect of over 20% in size
Target sequence (P02791 2-175 limits assumed): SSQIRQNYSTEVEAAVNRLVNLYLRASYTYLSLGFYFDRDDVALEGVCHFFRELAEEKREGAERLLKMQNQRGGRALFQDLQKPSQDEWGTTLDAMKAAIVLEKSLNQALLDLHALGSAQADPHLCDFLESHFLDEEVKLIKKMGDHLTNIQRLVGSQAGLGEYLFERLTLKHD
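Read-out: endpoint 1-AMA fluorescence, excitation 380 nm and emission 535 nm, after compounds sit 10 min at room temperature with 10 uM horse-spleen apoferritin in 50% saturated 1-AMA/PBS. Values come from four-parameter Hill fits.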
LDHA inh = LDHA (human) enzyme inhibition | 480,000 tested, 0.15% active | P00338 | AID 1347041 | purified LDHA, NADH/diaphorase-resazurin fluorescence; hits give low values | activity change, % (values are at about 110 or 230 µM); in the data active means activity change below about -30%; inconclusive means mostly about -25% to -30%;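 further: plate controls were DMSO wells for no effect and wells without enzyme for full effect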
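Resorufin fluorescence (ex540/em590), read at 0 and 20 min after diaphorase/resazurin addition, reports the NADH left after a 5 min room-temperature reaction of 2 nM human LDH5 with 0.06 mM NADH and 0.2 mM pyruvate.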
ERG Ets-DNA blk = inhibitors of human ERG Ets domain-DNA interaction; 370,000 tested, 0.028% active; fluorescence polarization, His-ERG Ets domain / labelled DNA; Potency, µM (highest dose often 76.9 µM), for inactives: top-dose FP activity, negative = inhibition, actives largely listed as inhibitors; P11308; active means well fitted inhibition curve with a large enough effect in the polarisation, with a control signal flat; inconclusive means small, poorly fitted or top-dose-only effect, or effect the other way, or a change in a side signal; inactive means no such curve, though single readings can be large or run the other way; the % refers to the polarisation;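 further: polarization taken with two DNA probes labelled with fluorescein and Texas red; potency means the concentration at half of the fitted maximal effect; % of control where 0% means no effect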
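His-tagged ERG Ets domain (1 uM in the protein solution; 300mM KCl, 50mM Tris-HCl, 1mM EDTA, 1mM DTT, pH 7.5) received compound, then a probe mix of 5 nM fluorescein-DNA and 100nM Texas-615-DNA. Fluorescence polarization was read for both dyes.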
POLB inh = inhibitors of human DNA polymerase beta; P06746; Pol beta primer extension/strand displacement, fluorescence kinetic; Potency, µM (highest dose often 114 µM), for the others: top-dose activity change, negative = inhibition, actives largely listed as inhibitors; 340,000 tested, 1.3% active; AID 485314; further: potency means the concentration at half of the fitted maximal effect; on the % scale 0 is the no-effect control and ±100 the full control effect
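Preincubation: enzyme (10 nM) with compound, 15 min, RT. Reaction: substrate added to 50 nM final. Reads: 0 and 10 min. Analysis: normalized, Hill fit.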
Pol eta inh = inhibitors of human DNA polymerase eta. AID 588591. 390,000 tested, 1.2% active. recombinant Pol eta, fluorescent DNA replication assay. Potency, µM (doses to about 114 µM), for inactives: at the highest dose activity change, negative = inhibition, usual class: inhibitors. Q9Y253; further: potency means the concentration at half of the fitted maximal effect; on the % scale 0 is the no-effect control and ±100 the full control effect
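Fluorescent replication assay: 50 nM final substrate added after a 15 min room-temperature compound preincubation with 10 nM enzyme. Signal taken at 0 min and again at 10 min.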
Pol kappa inh = inhibitors of human DNA polymerase kappa. Q9UBT6. purified Pol kappa, fluorescent DNA synthesis assay, 10 min. Potency, µM (doses to about 107 µM), without a hit: at the highest dose activity, negative = inhibition, most hits filed as inhibitors. 400,000 tested, 0.53% active. AID 588579; further: potency means the concentration at half of the fitted maximal effect; on the % scale 0 is the no-effect control and ±100 the full control effect
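Activity was followed as the change in fluorescence between reads at 0 and 10 min after starting the reaction with 50 nM substrate. Beforehand, 10 nM polymerase had been preincubated with compound for 15 min at room temperature.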
12-LOX inh = blocks human arachidonate 12S-lipoxygenase. 580,000 tested, 1.1% active. Potency, µM (highest dose often 108 µM), without a hit: at the highest dose activity change, negative = inhibition, hits mostly inhibitors. purified 12hLO, xylenol orange hydroperoxide absorbance. P18054; further: potency means the concentration at half of the fitted maximal effect; on the % scale 0 is the no-effect control and ±100 the full control effect
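Purified human 12hLO (150 nM final) in 25 mM Hepes, 0.01% Triton X-100, pH 7.0 was preincubated 15 min at room temperature with compound. Then 40 uM arachidonic acid was added, 30 min. Hydroperoxide was read by Fe-XO absorbance ratio 573/405 nm.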
An asterisk follows results filed as active; ? = inconclusive; / = not tested or not shown; & = joins results of further samples; [ ] = another dose, or the depositor's remark. Unless noted, the call rests on the fitted dose curve; in most records, active means well fitted curve in the direction sought with a large enough effect; inconclusive means small, poorly fitted or top-dose-only effect, or another doubt; inactive means no such curve, though single readings can be large; an effect the other way counts as inactive or inconclusive. A portion of the library; count on the stated rates, not on these rows.

Molecule,RGS4 inh,APE1 inh,Anesthetic bind,LDHA inh,ERG Ets-DNA blk,POLB inh,Pol eta inh,Pol kappa inh,12-LOX inh
Cc1cc(OCC(=O)N2CCN(CC(=O)N3CCOCC3)CC2)c(C(C)C)cc1Cl,-12.4%,25.6%,/,-3.9,-4.4%,/,-9.7%,0.0%,181.3%[activator]
CNC1(c2ccccc2Cl)CCCCC1=O (stereo not given),0.3%,14.2%,5.8%,-6.2,9.4%,/,-13.1%,0.0%,-3.7%
O=C(COc1ccccc1)c1cn(Cc2ccccc2)c2ccccc12,-6.3%,9.7%,9.0%,-0.2,1.4%,2.3%,-18.1%,-15.4%,3.4%
Cc1ccc(-n2c(C)cc(/C=C3/C(=O)NC(=O)N(C)C3=O)c2C)cc1,19.9%,15.5%,-5.7%,-2.7,-3.0%,5.0%,-3.4%,-9.9%,-16.9%
C1CNC2NCCNC2N1 (stereo not given),-15.4%,-0.4%,-3.7%,-9.7,4.0%,6.4%,-2.6%,-4.4%,-10.1%
Brc1ccc2[nH]cc(C=NN3CCCCCC3)c2c1,-0.9%,/,/,-1.1,-3.5%,/,-5.2%,-15.4%,?
CC1CCc2c(sc3nc(CSc4n[nH]c(N)n4)[nH]c(=O)c23)C1 (stereo not given),-8.0%,1.2%,?,0.2,-8.8%,-1.2%,?,-6.9%,-15.1%
O=C(O)Cc1cnc[nH]1,19.3%[56.9 µM],29.0%&-7.4%&2.6%,/,-1.5,1.6%,16.3%[57.1 µM],-2.5%[57.1 µM],-6.7%[60.1 µM],?
CCCCC(C)C(OC(=O)CC(CC(=O)O)C(=O)O)C(CC(C)CC(O)CCCCC(O)CC(O)C(C)N)OC(=O)CC(CC(=O)O)C(=O)O (stereo not given),-11.3%,-1.9%,0.4%,6.2,2.6%,?,?,79.4µM*,-1.3%
O=C(CNC1CCCCC1)N1CCC2(CC1)OCCO2,-1.5%,-2.4%,-2.9%,-13.1,-11.6%,-1.9%,-2.9%,-16.5%,?
Cc1ccc(NC(=O)C2CCCN2S(=O)(=O)c2ccc3c(c2)CCCC(=O)N3)cc1Cl (stereo not given),-21.6%,/,?,1.1,?,-2.3%,-13.5%,1.6%,-36.6%
CCN1CCN(S(=O)(=O)c2cnc(Cl)c(Br)c2)CC1,8.7%,0.0%,4.0%,-6.3,-4.1%,0.8%,-3.0%,-6.3%,1.7%
NC(N)=N/N=C/c1ccc(N(c2ccccc2)c2ccccc2)cc1,-23.1%,13.4%,83.0%[activator],0.0,-0.5%,?,-25.7%,-13.2%,?
CNCc1ccccc1,/,0.8%&12.7%,-7.3%&-1.9%,/,/,/,/,15.4%[60.1 µM],-0.9%
O=C1C2CCCN2C(c2ccc(Cl)cc2)N1c1ccccn1 (stereo not given),20.5%[56.9 µM],-2.0%,-14.5%,-4.2,-10.9%,-5.6%,0.3%,-13.9%,0.0%
C[C@]12CCC3C(CC[C@H]4[C@H](O)[C@H](O)CC[C@]34C)C1CCC2=O (stereo not given in full),1.5%,/,/,-3.0,1.0%,/,-16.1%,1.8%,-6.2%
CCOc1cc(C2C(C#N)=C(N)Oc3c2c(=O)oc2ccccc32)ccc1OC(=O)c1cccs1 (stereo not given),-38.1%,-4.4%,3.2%,-1.0,-5.2%,-7.5%,-22.3%,-5.3%,?
O=P(N[C@@H](c1ccccc1)[C@@H]1C[C@H]1CO)(c1ccccc1)c1ccccc1,26.1%,?,-4.9%&-12.2%,-13.1,-6.1%,-3.0%,-8.7%,7.7%,-2.1%
O=C(N/N=C/c1c(O)n(CCc2ccccc2)c(=O)[nH]c1=O)c1ccccc1O,-16.3%,-0.8%,-7.1%,-3.1,17.2%,-14.6%,-9.0%,-0.1%,?
O=C1C2(Cl)C3(Cl)C4(Cl)C(Cl)(Cl)C5(Cl)C3(Cl)C1(Cl)C5(Cl)C24Cl (stereo not given),-7.1%,-10.0%&9.3%&-5.7%,/,-10.1,-6.6%,/,-26.9%,-5.9%,?
NNC(=O)CN1C(=O)CN=C(c2ccccc2)c2cc(Br)ccc21,6.2%,-0.6%,-15.1%,-1.2,-12.7%,5.3%,4.2%,-20.4%,174.9%[activator]
CN1CCc2cc(Cl)c(O)cc2[C@H]2c3ccccc3CC[C@@H]21,/,-0.1%,-21.3%,/,/,/,/,1.3%[19.4 µM],58.6%
COC(=O)C(Cc1ccc(N(CCCl)CCCl)cc1)N=Cc1ccccc1O (stereo not given),-31.1%[56.9 µM],24.1%,-12.5%,-7.2,4.6%,2.2%,-15.4%,-11.0%,1.1%
ClCCN(CCCl)c1ccc(-n2cnc3c(Cl)ncnc32)cc1,3.8%,/,/,1.2,1.8%,/,-20.6%,-1.0%,-1.0%
O=c1[nH]c(=O)n(-c2ccc(Cl)cc2)c(O)c1C=Nc1ccc(S(=O)(=O)Nc2nccs2)cc1,22.1%,-1.9%,-2.1%,-7.4,-4.4%,-1.1%,-12.5%,4.2%,-26.0%
Cc1cccn2c(=O)c3c(nc12)N1CCCCCC1C1(C3)C(=O)N(C)C(=O)N(C)C1=O (stereo not given),3.7%,6.7%,-1.5%,-3.9,-3.2%,22.5%,-4.5%,-15.2%,346.1%[activator]
O=C(COc1ccccc1)N1CCN(CC(O)COc2ccccc2)CC1 (stereo not given),-0.3%,0.8%,-14.1%,-2.2,4.3%,0.6%,6.7%,-2.7%,-16.5%
CC(C)(O)/C=C/C(=O)C(C)(O)C1C(O)CC2(C)C3CC=C4C(C=C(O)C(=O)C4(C)C)C3(C)C(=O)CC12C (stereo not given),-21.0%,/,/,-3.9,?,/,-10.1%,-11.6%,-4.1%
O=C1NC(=O)C(=Cc2ccc(OCC(=O)N3CCOCC3)cc2)C(=O)N1,?,-4.3%,-12.3%,3.9,9.3%,8.7%,-14.7%,6.2%,-21.4%
COc1cc(N2CCOCC2)ccc1/C=C1\C(=O)NC(=O)N(Cc2ccc3c(c2)OCO3)C1=O,?,4.2%,-19.9%,-15.7,23.5%,-8.2%,-9.7%,-11.7%,?
O=C(Nc1ccon1)c1cccn(Cc2ccccc2)c1=O,-4.7%,/,-1.7%,-5.5,-1.9%,-1.1%,-11.5%,-7.2%[60.1 µM],?
CCCC/C(C)=C/[C@@H](NP(=O)(c1ccccc1)c1ccccc1)c1ccccc1,0.8%,-3.7%&-6.5%,-6.0%&0.9%,1.8,-10.4%,-3.1%,-19.8%,-8.2%,-24.1%
CC(C)C(CCN1C(=O)c2ccccc2C1=O)c1ccco1 (stereo not given),-6.9%,1.1%,?,0.0,-8.1%,0.7%,-10.7%,-10.7%,-10.8%
COc1ccc(OC)c2c1CCC1NCCOC21 (stereo not given),-3.9%,0.4%,-8.3%,17.9,5.0%,22.3%,-16.9%,-13.6%,-15.1%
Cn1c(O)c(/C=N/N2CCOCC2)c(=O)[nH]c1=S,-23.8%,6.5%,15.3%,-2.2,20.5%,7.5%,-1.8%,-12.7%,/
CC(=O)NS(=O)(=O)c1ccc(NC(=O)c2cccn(Cc3ccc(Cl)cc3)c2=O)cc1,-31.4%,/,-5.2%,4.2,-0.1%,-28.0%,-6.6%,-1.1%[60.1 µM],?
COC(=O)N1C(c2ccccc2)C1c1ccccc1 (stereo not given),-2.5%,-3.4%,-8.9%,-9.4,-1.7%,1.7%,-6.2%,-7.3%,-4.7%
CCc1nc2ccc(Br)cc2c(=O)n1-c1ccccc1C(F)(F)F,5.6%,/,/,-4.6,1.4%,/,-2.7%,-21.1%,0.0%
CN1CCCN(C(=O)COc2ccc(F)cc2F)CC1,15.6%,8.3%,-2.4%,-6.4,-6.3%,43.4%,3.5%,1.8%,0.1%
O=C(C(=C1N(Cc2ccc(Cl)nc2)CCN1Cc1ccc(Cl)nc1)[N+](=O)[O-])C(Cl)Cl,-14.6%,25.9%,0.6%,-2.9,11.6%,-0.8%,-17.8%,3.2%,12.7%
CCC/C=N/O,17.0%,34.3%&0.6%,/,-7.5,-17.4%,/,-11.2%,-9.9%,-5.9%
C[C@]12CCC3C(CCC4=C/C(=N/OCC(=O)NC(CCC(=O)O)C(=O)O)CC[C@@]43C)C1CCC2O (stereo not given in full),19.7%[56.9 µM],31.6%,-8.3%,-3.8,-4.6%,0.3%,15.0%,-12.4%,-11.2%
O=[N+]([O-])c1ccccc1CNCCc1c[nH]c2ccccc12,6.5%,-14.6%,-20.2%,-20.5,0.0%,1.8%,-5.7%,-6.3%,0.562µM*
C=CCOC(=O)C1=C(C)OC(N)=C(C#N)[C@@]12C(=O)N(CC(N)=O)c1ccccc12,-9.3%,14.3%,-4.7%,9.5,9.3%,6.4%,-17.1%,-3.6%,0.0%
C/C(=N\N1CCCCCC1)c1c(O)n(-c2ccccc2)c(=O)[nH]c1=O,-17.0%,-1.2%,-9.3%,-5.8,2.0%,10.9%,-7.9%,-8.7%,-7.2%

Screening results from PubChem.
